High-throughput results (PubChem BioAssay)
USP1 inh: blocks the human USP1/UAF1 deubiquitinase complex; O94782; recombinant USP1/UAF1, Ub-Rhodamine cleavage fluorescence; Potency, µM (titrated, usually from 57.1 µM), for inactives: top-dose activity change, negative = inhibition, actives largely listed as inhibitors; 0.23% of 390,000 active; AID 743255; further: potency means the concentration at half of the fitted maximal effect; on the % scale 0 is the no-effect control and ±100 the full control effect; nearly all actives have a fitted effect of over 60% in size; inactives centre near -12
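In this screen, compounds sit with the deubiquitinase complex (1nM) for 15 min at room temperature before Ub-Rho is added at 150nM final. Fluorescence rise is then followed for 6 reads every 60 seconds.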
TrxR1 inh: inhibitors of rat thioredoxin reductase 1 | 1% of 390,000 active | O89049 | recombinant rTrxR1, NADPH fluorescence consumption, selenite substrate | Potency, µM (highest dose often 114 µM), inactives show at the highest dose activity change, negative = inhibition, hits mostly inhibitors; further: potency means the concentration at half of the fitted maximal effect; on the % scale 0 is the no-effect control and ±100 the full control effect; nearly all actives have a fitted effect of over 65% in size
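Rat TrxR1 (90 nM in the dispensed reagent) was pre-reduced with 400 uM NADPH for 5 min at room temperature, then incubated with compound for 15 min. After 400 uM selenite was added, NADPH fluorescence (Ex 340/Em 450 nm) was followed for 8 min.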
TRHR enhancer: TRH receptor (human) allosteric enhancement; 0.66% of 360,000 active; TRHR cells, fluo-8 calcium fluorescence, EC20 TRH enhancement; P34981; enhancement, % at 2 µM; in the data active means enhancement above about 30%; further: 0% is about no effect
Target sequence (P34981 whole entry, looked up): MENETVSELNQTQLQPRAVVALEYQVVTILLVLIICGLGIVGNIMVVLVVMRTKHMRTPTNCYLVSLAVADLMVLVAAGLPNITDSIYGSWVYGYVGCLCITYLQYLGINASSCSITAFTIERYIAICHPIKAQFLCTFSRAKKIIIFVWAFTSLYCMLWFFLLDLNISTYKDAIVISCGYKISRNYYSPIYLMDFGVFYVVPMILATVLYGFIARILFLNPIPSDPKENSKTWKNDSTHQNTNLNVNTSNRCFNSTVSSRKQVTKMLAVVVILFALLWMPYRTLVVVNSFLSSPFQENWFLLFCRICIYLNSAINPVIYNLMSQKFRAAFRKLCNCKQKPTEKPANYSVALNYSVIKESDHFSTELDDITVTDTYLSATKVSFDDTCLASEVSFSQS
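Enhancer read-out: after compound pinning and an initial kinetic agonist-mode read, an EC20 of TRH (10 nM final) was injected and fluo-8 calcium signal (Ex 480/Em 530) followed at 1 s/cycle for 100 cycles in TRHR-expressing cells.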
TrxR1 substrate: is turned over as a substrate by rat TrxR1 | O89049 | purified TrxR1 substrate turnover, NADPH consumption readout | Potency, µM (series often up to 114 µM), for the others: at the highest dose activity change, negative = substrate turnover | 0.01% of 390,000 active | AID 588456; further: potency means the concentration at half of the fitted maximal effect; on the % scale 0 is the no-effect control and ±100 the full control effect; nearly all actives have a fitted effect of over 50% in size
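Rat TrxR1, dispensed at 90 nM, was prereduced with 400 uM NADPH (final) for 5 min at ~22 deg C, then incubated with compound 15 min before 400 uM selenite. A first-read NADPH fluorescence drop versus no-compound background flagged substrates.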
mIDH1 inhibitor: blocks human mutant IDH1 R132H enzyme; Potency, µM (highest dose often 76.6 µM), for inactives: at the highest dose activity change, negative = inhibition, most hits filed as inhibitors; IDH1-R132H enzyme, NADPH consumption, diaphorase/resazurin fluorescence; O75874; 0.093% of 390,000 active; further: potency means the concentration at half of the fitted maximal effect; on the % scale 0 is the no-effect control and ±100 the full control effect; nearly all actives have a fitted effect of over 65% in size
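IDH1-R132H (0.5 ug/mL dispensed) in pH 7.5 Tris buffer was preincubated 30 min with compound, then given a substrate mix of 0.016 mM NADPH and 2 mM alpha-KG for 80 min at room temperature; remaining NADPH was read by diaphorase/resazurin fluorescence.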
PI4K2A inh: PI4K2A (human) kinase inhibition; purified PI4K2A, ADP-Glo luminescence, 1 h; active compounds read low; activity change, negative = inhibition, % at 76.9 µM; 0.13% of 420,000 active; in the data active means activity change below about -50%; inconclusive means mostly about -30% to -49%;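 further: -100% = wells without enzyme as full effect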
Target sequence (Q9BTU6 whole entry, looked up): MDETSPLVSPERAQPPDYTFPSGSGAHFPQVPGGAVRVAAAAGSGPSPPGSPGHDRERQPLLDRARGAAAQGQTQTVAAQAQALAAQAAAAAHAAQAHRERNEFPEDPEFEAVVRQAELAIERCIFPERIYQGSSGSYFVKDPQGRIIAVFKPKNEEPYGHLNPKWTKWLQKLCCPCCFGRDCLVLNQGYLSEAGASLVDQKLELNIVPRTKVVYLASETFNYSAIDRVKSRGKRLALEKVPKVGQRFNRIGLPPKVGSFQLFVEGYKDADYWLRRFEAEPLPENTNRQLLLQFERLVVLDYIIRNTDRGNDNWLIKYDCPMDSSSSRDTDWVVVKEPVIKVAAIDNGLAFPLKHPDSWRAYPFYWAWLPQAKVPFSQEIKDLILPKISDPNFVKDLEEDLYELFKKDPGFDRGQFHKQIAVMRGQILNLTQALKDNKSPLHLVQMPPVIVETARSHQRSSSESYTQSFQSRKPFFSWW
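ADP-Glo luminescence measured ADP generated by PI4K2A enzyme (4 ug/mL before mixing) with 1.2 mM PI substrate (pre-mix) and 300 microM ATP (pre-mix). Tris pH7.5 buffer with MgCl2, Triton X-100; 1 h reaction at ambient temperature.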
D2 antag: D2 dopamine receptor (human) antagonism | HEK293 TREx D2 cells, calcium flux, dopamine EC80 | 2% of 340,000 active | inhibition, % at 10 µM; in the data active means inhibition above about 30%; further: 0% is about no effect
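Calcium flux kinetic readout in an inducible HEK293 TREx D2 line plated overnight at 30 C. After 180 s compound exposure, an EC80 dopamine challenge follows with another 180 s kinetic read to detect antagonism.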
D2 ag: activates the human D2 dopamine receptor | HEK293 T-REx D2 cells, calcium flux agonist mode | activation, % at 2 µM | 0.53% of 340,000 active;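 active means activation over 3 SD above normal in the single-dose calcium agonist read, cut at about 30% in these data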; further: 0% is about no effect
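HEK293 Trex D2 cells, tetracycline-induced, o/n 30 C 5% CO2; no-wash Ca dye, RT 30–90 min; 10-cycle baseline, 23 nl cpd added, kinetic Ca read 180 s; agonist hits = positive Ca response.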
TRHR agonist: TRH receptor (human) agonism | P34981 | TRHR cells, calcium flux fluo-8, FDSS agonist mode | activation, % at 2 µM | 0.18% of 360,000 active | AID 493084; in the data active means activation above about 30%; further: 0% is about no effect
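TRHR-expressing cells, plated overnight in medium with 10% serum, were loaded with fluo-8 calcium dye at room temperature. After a 10 s baseline, library compound was pin-added and calcium release was recorded kinetically (ex 480/em 530) as agonist response.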
Starred values were filed as active, the others as inactive; ? = inconclusive; nt = not tested or not shown; & = joins results of further samples; [ ] = another dose, or the depositor's remark. Unless noted, the call rests on the fitted dose curve; in most records, active means well fitted inhibition curve with a large enough effect; inconclusive means small, poorly fitted or top-dose-only effect; inactive means no such curve, though single readings can be large or run the other way.

SMILES	USP1 inh	TrxR1 inh	TRHR enhancer	TrxR1 substrate	mIDH1 inhibitor	PI4K2A inh	D2 antag	D2 ag	TRHR agonist
CC1CCN(C(=O)CN2C(=O)c3ccccc3S2(=O)=O)CC1	-13%	-7%	3	2%	5%	12	-6	0.4	1.0
COc1ccc(Cl)cc1C(=O)N(Cc1nc(-c2cccc(C)c2)no1)C(C)C	-25%	17%	-7	-1%	12%	3	6	0.5	-0.4
CCC(=O)N1CCc2cc(S(=O)(=O)CCC(=O)NCCc3ccc(OC)c(OC)c3)ccc21	-15%	5%	5	-1%	0%	1	37*	-0.1	0.9
CC1(C)CC2CC(C)(CN2c2ncnc3ccccc23)C1 (configuration not stated)	8%	-2%	-3	1%	2%	1	-9	-0.6	-0.9
C=CCn1c(C)cc(/C([O-])=C(/C(=S)Nc2ccc(OC(F)F)cc2)[n+]2ccc(N(C)C)cc2)c1C	?	4%[57.1 µM]	1	-19%[57.1 µM]	-9%	3	8	0.2	-0.2
CC(C(=O)N1CCCCC1)n1ncn2cccc2c1=O (configuration not stated)	-18%	0%	2	-3%	-3%	1	1	0.9	0.4
Cc1cn2c(=O)cc(COC(=O)c3ccc(NC(=O)C(C)Oc4ccccc4)cc3)nc2s1 (configuration not stated)	-16%	6%[57.1 µM]	-11	-4%[57.1 µM]	19%	4	nt	nt	1.0
Cc1nn(-c2ccccc2)c2c1N(CC(=O)N1CCN(c3ccc(Cl)cc3)CC1)C(=O)CS2	-18%	17%[57.1 µM]	3	1%[57.1 µM]	-11%	-8	nt	nt	0.0
Cc1cc(C)c(C#N)c(Oc2ccc(O)cc2)n1	-19%	30%	1	2%	18%	-2	-13	0.1	0.1
CCc1cccc(NC(=O)CCc2c(C)nn(-c3ccc(N4CCCCC4)nn3)c2C)c1	-31%	38%	1	4%	-5%	1	-5	0.7	0.7
CCN(CC)N=Nc1cccc(NC(C)=O)c1	-15%	2%	28	-2%	-4%	2	-6	0.0	0.3
NC(=O)C1CCN(S(=O)(=O)c2cccc(C(=O)O)c2)CC1	-2%	3%	3	3%	5%	0	8	0.7	0.6
Cc1c(-n2c(SCC(C)C)nc3ccccc3c2=O)c(=O)n(-c2ccccc2)n1C	-11%	22%[57.1 µM]	-7	-13%[57.1 µM]	4%	-3	-4	-0.9	0.0
COc1ccc(NC(=O)N(C)C[C@H]2Oc3c(NC(=O)NC(C)C)cccc3C(=O)N([C@H](C)CO)C[C@@H]2C)cc1	?	10%	nt	5%	1%	3	nt	nt	nt
CSCCC(NS(=O)(=O)c1ccc2c(c1)OCCO2)C(=O)NCCc1ccccn1 (configuration not stated)	-19%	-3%	-3	-6%	5%	5	-9	-1.0	-0.1
COc1ccc(OC)c(S(=O)(=O)N2CCN(c3ccccn3)CC2)c1	-22%	4%	-7	-3%	4%	2	3	0.2	-0.6
Cn1c(=O)n(C)c2cc(CNCc3ccccc3Cl)ccc21	9%	20%	1	0%	-9%	0	nt	-0.4	0.4
CCOC(=O)c1c(NC(=O)CNC2CCCc3ccccc32)sc(C(N)=O)c1C (configuration not stated)	-7%	26%	3	2%	-5%	0	-10	-0.2	-1.5
COC(=O)N/N=C/c1c[nH]c2ccccc12	-8%	7%	4	0%	2%	-2	6	1.2	0.5
COc1ccc(NC(=O)COc2ccc(Br)cc2)c(OC)c1	-6%	20%	-1	5%	4%	0	3	-1.6	-0.2
Oc1ccc(-c2nc(-c3ccc(F)cc3)c(-c3ccncc3)[nH]2)cc1	?	-17%[57.1 µM]	-1	8%[57.1 µM]	-12%	0&-4	-2	0.4	-0.5
N#CCCN(C(=O)CSc1nc(-c2ccccc2)cn1N)c1ccc(F)cc1	-16%	16%	-1	3%	6%	-2	4	1.1	0.1
O=C(O)CCCSCC(=O)Nc1ccccc1	-1%	14%	1	5%	7%	5	-16	0.3	0.6
COc1ccccc1C(O)P(=O)(OC1CCCCC1)OC1CCCCC1 (configuration not stated)	-12%	4%[57.1 µM]	3	-6%[57.1 µM]	4%	2	-10	0.3	1.2
Cc1cc(C)n2nc(C(=O)NC(C)(C)C)nc2n1	6%	-14%	-4	-12%	9%	-1	-10	0.3	0.2
CC1=C(C#N)C(NC(=O)c2ccccc2Cl)(C(F)(F)F)C(=O)N1 (configuration not stated)	-21%&-9%	8%&-13%	5&7	-3%&-15%	11%&7%	-5&1	-3	-1.1	-1.5&-0.4
O=C(COC(=O)CCN=C1NS(=O)(=O)c2ccccc21)NC1CCCCCCC1	-20%	14%	-7	5%	-4%	5	-2	-1.2	0.3
CCCC1CCC(C(=O)Nn2cnc3ccccc3c2=O)CC1 (configuration not stated)	-10%	9%	0	6%	1%	-4	-8	0.5	0.0
COc1cc(C2C(C(=O)c3ccc(C)o3)=C(O)C(=O)N2c2cc(C)on2)ccc1OCc1ccccc1 (configuration not stated)	4%	12%	-2	-7%	2%	-2	-3	1.1	0.8
O=C1CC[C@@H]2CC3(C[C@@H]4CCN1[C@H]24)Nc1cc(Cl)ccc1NC3=NC1CCCCC1 (some centres not stated)	-21%	12%	nt	11%	12%	0	nt	nt	nt
COc1ccc(CCC(=O)Nc2cc(S(=O)(=O)N3CCCCC3)ccc2N(C)C)cc1	-24%	23%	-4	3%	-5%	4	-8	-1.5	0.2
COc1ccc(C(=O)CSc2nnc(CNC(=O)c3ccccc3)o2)cc1	-23%	11%	2	1%	-3%	-1	8	0.8	-0.4
COc1ccc(NC(=O)CCS(=O)(=O)c2ccc(OC)cc2)cc1	-16%	20%	5	10%	2%	-4	-8	-0.4	-2.0
Cc1cc(C(=O)COc2ccccc2Cl)c(C)n1C1CC1	-18%	5%	4	3%	12%	5	-30	7.3	1.0
O=C1N(c2ccccc2)C(=Nc2ccccc2)SC12CC2	-13%	33%[57.1 µM]	-6	-13%[57.1 µM]	8%	-1	20	-0.4	-0.6
CCC(=O)Nc1ccc2c(c1)nc1n2CCN(CCOC)C1	-21%	?	3	39%[activator]	-9%	0	-4	0.8	1.1
CN(C(=O)CCNC(=O)Cn1cnc2ccccc2c1=O)c1ccc(Br)cc1	-6%	24%	10	2%	6%	-4	-28	-0.5	-0.4
CCCN1CNC(=S)N(c2ccccc2OC)C1	-9%	-17%	-1	-2%	6%	0	3	-0.3	0.3
Cc1cc(NC(=O)C2CC(=O)N(c3ccccc3C)C2)no1 (configuration not stated)	-15%	21%[57.1 µM]	24	-2%[57.1 µM]	4%	0	-16	0.0	-0.7
O=C(NCc1cccs1)c1cc2ccccc2o1	-13%	18%[57.1 µM]	-3	28%[57.1 µM]	5%	2	-2	0.2	-0.4
CCCn1nc(C(=O)NNC(=O)CSC(C)C(=O)Nc2cc(C)on2)c2ccccc2c1=O (configuration not stated)	1%	-18%	-2	-18%	1%	-2	7	-1.7	-0.4
CN(C)S(=O)(=O)c1ccc(C(=O)Nc2nc(-c3cccs3)cs2)cc1	?	25%	3	22%	-1%	-4	-25	0.1	0.9
O=C(NNS(=O)(=O)c1ccc(Br)cc1)C1CCCCC1	-1%	14%[57.1 µM]	-1	8%	-3%	-8	27	1.4	2.8
CCN(CC)C(=O)CSc1nc(C)cc(-c2cccs2)c1C#N	?	4%	-2	10%	4%	-2	-13	1.6	0.5
O=C1CC(c2ccccc2)CC(=O)C1Sc1ccc(Cl)cc1 (configuration not stated)	-8%	11%	-5	-1%	-1%	-2	1	-0.6	0.0
c1ccc(-c2nccc(-c3ccco3)n2)nc1	-11%	-19%	-3	-2%	0%	9	12	0.8	0.1
COc1ccc(Cc2nnc(N/N=C/c3ccc(N(C)C)cc3)[nH]c2=O)cc1OC	-5%	-4%	-5	-6%	10%	8	-6	-3.4	-1.0
O=C(COc1ccccc1C(=O)N/N=C\c1ccc(O)c(O)c1)N/N=C/c1ccc(O)c(O)c1	-12%	-27%	-3	-15%	11%	-4	-15	23	-0.3
CCN(CC)CCNC(=O)c1ccc(NC(=O)C2CC(=O)N(CCc3ccc(OC)c(OC)c3)C2)cc1 (configuration not stated)	-14%	6%	4	-4%	0%	2	-5	0.0	0.3
COc1cccc(C(=O)Nc2c(C)n[nH]c2C)c1	?	7%	22	9%	9%	1	21	0.7	0.3
COc1ccc(C)cc1NS(=O)(=O)c1ccc(NC(=O)CN(c2cc([N+](=O)[O-])ccc2C)S(C)(=O)=O)cc1	-5%	-2%	2	-12%	3%	4	-12	0.8	1.0
Cc1ccc(S(=O)(=O)N2CCC(C(=O)N3CCCCCCC3)CC2)cc1	-5%	7%[57.1 µM]	nt	-3%[57.1 µM]	6%	-4	nt	nt	nt
O=C(CSc1nnc(NC(=O)c2c(F)cccc2F)s1)NCc1ccc(F)cc1	2%	2%	-9	-3%	-2%	0	24	0.7	1.0
